Assay outcomes deposited in PubChem BioAssay by Broad Institute.
NSD2 block – NSD2 (human) methyltransferase inhibition; NSD2-SET H3K36me1 DELFIA fluorescence, biochemical; inhibition, % at 12.5 µM; actives 0.07% (n = 44,000); in the data active = inhibition above about 54%, passing the limit was not always enough;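 note: inhibitors reduce the monomethyl H3K36 fluorescence signal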
Target sequence (O96028 whole entry, looked up): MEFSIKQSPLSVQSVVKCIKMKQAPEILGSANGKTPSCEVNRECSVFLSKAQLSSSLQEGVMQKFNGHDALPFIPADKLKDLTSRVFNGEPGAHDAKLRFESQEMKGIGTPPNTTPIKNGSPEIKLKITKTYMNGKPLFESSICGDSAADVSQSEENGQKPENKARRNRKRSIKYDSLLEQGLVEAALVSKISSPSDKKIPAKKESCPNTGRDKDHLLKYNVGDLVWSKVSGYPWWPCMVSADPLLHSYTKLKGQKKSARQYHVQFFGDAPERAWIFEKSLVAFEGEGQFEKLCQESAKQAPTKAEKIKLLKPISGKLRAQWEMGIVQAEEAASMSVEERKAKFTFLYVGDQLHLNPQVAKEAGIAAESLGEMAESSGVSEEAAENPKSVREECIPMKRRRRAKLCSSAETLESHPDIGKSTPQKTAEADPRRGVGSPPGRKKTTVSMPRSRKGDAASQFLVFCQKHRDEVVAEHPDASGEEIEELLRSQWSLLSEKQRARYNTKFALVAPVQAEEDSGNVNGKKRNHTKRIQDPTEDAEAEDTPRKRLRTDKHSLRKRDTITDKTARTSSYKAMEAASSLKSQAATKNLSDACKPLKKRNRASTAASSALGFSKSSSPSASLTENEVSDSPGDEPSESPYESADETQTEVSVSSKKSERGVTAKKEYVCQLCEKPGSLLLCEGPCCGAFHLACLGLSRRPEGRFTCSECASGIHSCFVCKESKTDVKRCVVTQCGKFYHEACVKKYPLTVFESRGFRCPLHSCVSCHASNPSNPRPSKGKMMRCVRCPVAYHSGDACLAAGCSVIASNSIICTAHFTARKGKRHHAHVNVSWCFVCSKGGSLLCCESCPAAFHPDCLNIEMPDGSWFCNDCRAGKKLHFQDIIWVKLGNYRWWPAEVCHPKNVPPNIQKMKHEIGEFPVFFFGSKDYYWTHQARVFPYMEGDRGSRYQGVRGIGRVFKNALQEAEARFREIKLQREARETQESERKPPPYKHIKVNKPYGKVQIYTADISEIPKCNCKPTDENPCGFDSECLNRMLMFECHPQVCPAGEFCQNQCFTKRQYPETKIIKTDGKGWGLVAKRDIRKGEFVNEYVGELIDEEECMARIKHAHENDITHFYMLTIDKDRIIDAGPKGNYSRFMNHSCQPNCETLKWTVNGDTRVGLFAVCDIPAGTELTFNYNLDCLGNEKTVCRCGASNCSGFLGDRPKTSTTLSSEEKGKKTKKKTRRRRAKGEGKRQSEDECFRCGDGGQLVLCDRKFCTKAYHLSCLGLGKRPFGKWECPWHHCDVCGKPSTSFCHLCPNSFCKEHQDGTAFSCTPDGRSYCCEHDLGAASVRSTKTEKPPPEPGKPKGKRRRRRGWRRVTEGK
Starred values were filed as active, the others as inactive.

SMILES | NSD2 block
C[C@H](CO)N1C[C@H](C)[C@@H](CN(C)CC2CCCCC2)OCCCC[C@H](C)Oc2ccc(NC(=O)Nc3ccccc3)cc2C1=O | 2
C[C@H]1CN([C@@H](C)CO)C(=O)c2cc(NC(=O)Nc3ccc4c(c3)OCO4)ccc2O[C@@H]1CN(C)Cc1ccncc1 | -5
C[C@H](CO)N1C[C@H](C)[C@H](CN(C)C)Oc2ccc(NC(=O)Cc3ccccc3)cc2C1=O | 15
C[C@H](CO)N1C[C@H](C)[C@H](CN(C)C)Oc2cc(C#Cc3ccncc3)ccc2S1(=O)=O | 1
CC(C)CC#Cc1cnc2c(c1)C(=O)N([C@H](C)CO)C[C@H](C)[C@@H](CN(C)C(=O)c1ccccc1F)O2 | -5
C[C@H]1CN([C@@H](C)CO)C(=O)c2cccc(NC(=O)Nc3ccc4c(c3)OCO4)c2O[C@@H]1CN(C)C(=O)Nc1ccc2c(c1)OCO2 | 9
Cc1noc(C)c1NC(=O)Nc1ccc2c(c1)CC(=O)N([C@H](C)CO)C[C@H](C)[C@@H](CN(C)Cc1ccc(-c3ccccc3)cc1)O2 | 3
C[C@H](CO)N1C[C@H](C)[C@H](CN(C)Cc2ccccc2)Oc2c(NC(=O)CCCCCC(=O)Nc3ccccc3N)cccc2C1=O | 5
C[C@H]1CN([C@@H](C)CO)S(=O)(=O)c2ccc(-c3ccc(F)cc3)cc2O[C@@H]1CN(C)C(=O)c1ccccc1F | -2
Cc1noc(C)c1S(=O)(=O)N(C)C[C@H]1Oc2ccc(NC(=O)CCCN(C)C)cc2C(=O)N([C@H](C)CO)C[C@@H]1C | 3
Cc1noc(C)c1S(=O)(=O)Nc1ccc2c(c1)CC(=O)N([C@@H](C)CO)C[C@@H](C)[C@H](CN(C)C(=O)Nc1ccc(F)cc1)O2 | -17
NC1=NC(=O)C(Cc2cccc(Cl)c2)S1 (centres undefined) | 4
C[C@@H]1CN([C@@H](C)CO)C(=O)Cc2cc(NC(=O)CCC(F)(F)F)ccc2O[C@H]1CN(C)S(=O)(=O)c1ccccc1 | -16
COc1ccc(NC(=O)O[C@@H](c2ccc(OCCO)cc2)[C@H](CCO)OC)cc1 | 7
Cc1ccc(S(=O)(=O)N(C)C[C@@H]2Oc3ncc(-c4ccncc4)cc3C(=O)N([C@H](C)CO)C[C@@H]2C)cc1 | 0
CNC[C@H]1Oc2ncc(-c3cccc(C(=O)N(C)C)c3)cc2C(=O)N([C@H](C)CO)C[C@H]1C | 4
Cc1noc(C)c1S(=O)(=O)Nc1ccc2c(c1)C(=O)N([C@@H](C)CO)C[C@H](C)[C@@H](CN(C)Cc1ccc(C(F)(F)F)cc1)OCCCC[C@@H](C)O2 | -4
C[C@@H]1CN([C@H](C)CO)C(=O)c2cc(NC(=O)NC3CCCCC3)ccc2O[C@@H]1CN(C)C(=O)Nc1ccc(C(F)(F)F)cc1 | -11
Cc1noc(C)c1NC(=O)N(C)C[C@@H]1OCCCC[C@H](C)Oc2ccc(NS(=O)(=O)c3cn(C)cn3)cc2C(=O)N([C@H](C)CO)C[C@@H]1C | -1
C[C@@H]1CN([C@H](C)CO)C(=O)c2cc(NC(=O)NC3CCCCC3)ccc2O[C@@H]1CN(C)Cc1ccc(C(=O)O)cc1 | 4

Quoted from the results shown (10 entries):
SMILES | NSD2 block
Cc1noc(C)c1S(=O)(=O)Nc1ccc2c(c1)CC(=O)N([C@@H](C)CO)C[C@@H](C)[C@H](CN(C)C(=O)Nc1ccc(F)cc1)O2 | -17
NC1=NC(=O)C(Cc2cccc(Cl)c2)S1 (centres undefined) | 4
C[C@@H]1CN([C@@H](C)CO)C(=O)Cc2cc(NC(=O)CCC(F)(F)F)ccc2O[C@H]1CN(C)S(=O)(=O)c1ccccc1 | -16
COc1ccc(NC(=O)O[C@@H](c2ccc(OCCO)cc2)[C@H](CCO)OC)cc1 | 7
Cc1ccc(S(=O)(=O)N(C)C[C@@H]2Oc3ncc(-c4ccncc4)cc3C(=O)N([C@H](C)CO)C[C@@H]2C)cc1 | 0
CNC[C@H]1Oc2ncc(-c3cccc(C(=O)N(C)C)c3)cc2C(=O)N([C@H](C)CO)C[C@H]1C | 4
Cc1noc(C)c1S(=O)(=O)Nc1ccc2c(c1)C(=O)N([C@@H](C)CO)C[C@H](C)[C@@H](CN(C)Cc1ccc(C(F)(F)F)cc1)OCCCC[C@@H](C)O2 | -4
C[C@@H]1CN([C@H](C)CO)C(=O)c2cc(NC(=O)NC3CCCCC3)ccc2O[C@@H]1CN(C)C(=O)Nc1ccc(C(F)(F)F)cc1 | -11
Cc1noc(C)c1NC(=O)N(C)C[C@@H]1OCCCC[C@H](C)Oc2ccc(NS(=O)(=O)c3cn(C)cn3)cc2C(=O)N([C@H](C)CO)C[C@@H]1C | -1
C[C@@H]1CN([C@H](C)CO)C(=O)c2cc(NC(=O)NC3CCCCC3)ccc2O[C@@H]1CN(C)Cc1ccc(C(=O)O)cc1 | 4

(list continues)
SMILES | NSD2 block
CC(C)NC(=O)Nc1ccc2c(c1)C(=O)N([C@@H](C)CO)C[C@@H](C)[C@H](CN(C)Cc1ccncc1)OCCCC[C@H](C)O2 | -3
C[C@H](CO)N1C[C@H](C)[C@@H](CN(C)S(=O)(=O)c2cccs2)Oc2ccc(NC(=O)C3CC3)cc2C1=O | 6
C[C@H](CO)N1C[C@H](C)[C@@H](CN(C)C(=O)NC2CCCCC2)Oc2ccc(NC(=O)NC3CCCCC3)cc2CC1=O | -4
COCC(=O)N[C@H]1CC[C@H](CC(=O)NCc2ccccc2OC)O[C@H]1CO | 1
Cc1ccc(S(=O)(=O)N[C@H]2C=C[C@@H](CC(=O)O)O[C@@H]2CO)cc1 | 1
C[C@@H]1CCCCO[C@H](CN(C)C)[C@H](C)CN([C@H](C)CO)C(=O)c2cc(NC(=O)NC3CCCCC3)ccc2O1 | 8
C[C@@H]1CCCCO[C@@H](CN(C)C(=O)CCCN(C)C)[C@@H](C)CN([C@@H](C)CO)C(=O)c2cc(NC(=O)C3CCCCC3)ccc2O1 | 2
Cc1ccc(-c2cnc3c(c2)C(=O)N([C@H](C)CO)C[C@H](C)[C@@H](CN(C)C(=O)Cc2ccncc2)O3)cc1 | -6
C[C@H](CO)N1C[C@H](C)[C@@H](CN(C)S(=O)(=O)c2ccccc2)OCCCC[C@H](C)Oc2ccc(NC(=O)NC3CCCCC3)cc2C1=O | -5
COc1ccc(S(=O)(=O)N(C)C[C@H]2Oc3ccc(N(C)C)cc3C(=O)N([C@H](C)CO)C[C@@H]2C)cc1 | 3
C[C@@H](O)C#Cc1ccc2c(c1)O[C@@H](CN(C)C(=O)CN(C)C)[C@@H](C)CN([C@@H](C)CO)S2(=O)=O | -10
C#CCNC(=O)C1=C[C@H](c2coc3ccccc3c2=O)C[C@H](OCc2ccc(CO)cc2)O1 | -1
C[C@H](CO)N1C[C@H](C)[C@@H](CN(C)S(=O)(=O)c2cn(C)cn2)Oc2ccc(NC(=O)CCC(F)(F)F)cc2CC1=O | 5
CC(C)C#Cc1cnc2c(c1)C(=O)N([C@@H](C)CO)C[C@@H](C)[C@@H](CN(C)C(=O)c1ccccn1)O2 | -403
Cc1noc(C)c1NC(=O)Nc1cccc2c1O[C@H](CN(C)C(=O)Nc1ccccc1)[C@H](C)CN([C@H](C)CO)C2=O | 3
C[C@@H]1CN([C@@H](C)CO)C(=O)c2cc(NS(=O)(=O)c3cccs3)ccc2O[C@@H](C)CCCCO[C@@H]1CN(C)C(=O)Nc1ccc(F)cc1 | 0
COCC(=O)N(C)C[C@@H]1Oc2cc(C#CCN(C)C)ccc2S(=O)(=O)N([C@H](C)CO)C[C@H]1C | 1
O=C(Nc1ccc2c(c1)[C@H]1C[C@H](CC(=O)N3CCCCC3)O[C@H](CO)[C@H]1O2)C1CCC1 | 6
C[C@@H]1CN([C@H](C)CO)C(=O)Cc2cc(NC(=O)Cc3cn(C)c4ccccc34)ccc2O[C@H]1CN(C)S(=O)(=O)c1cccs1 | 0
COc1ccc(NC(=O)N(C)C[C@H]2OCCCC[C@@H](C)Oc3ccc(NC(=O)Nc4ccc(F)cc4)cc3C(=O)N([C@@H](C)CO)C[C@H]2C)cc1 | -6
CO[C@@H](CN(C)C(=O)c1cnccn1)[C@@H](C)CN([C@@H](C)CO)S(=O)(=O)c1ccc(F)cc1 | -3
COc1ccc(S(=O)(=O)Nc2ccc3c(c2)CC(=O)N([C@H](C)CO)C[C@H](C)[C@@H](CN(C)S(=O)(=O)c2ccc(OC)cc2)O3)cc1 | -12
CC(C)NC(=O)N(C)C[C@@H]1OCCCC[C@@H](C)Oc2ccc(NC(=O)Nc3cccc4ccccc34)cc2C(=O)N([C@@H](C)CO)C[C@@H]1C | -127
Cc1noc2ncnc(SCc3ccc(Cl)cc3)c12 | -13
COCCOC(=O)N1C(=O)[C@@]2(c3cc(C#Cc4ccc(OC)cc4)ccc31)[C@H](C(=O)NC[C@H](O)c1ccccc1)[C@H]1C(=O)O[C@H](c3ccccc3)[C@H](c3ccccc3)N1[C@@H]2c1ccc(OCCO)cc1 | -5
COCC(=O)N(C)C[C@@H]1Oc2ncc(C#Cc3cccnc3)cc2C(=O)N([C@@H](C)CO)C[C@H]1C | 24
C[C@H](CO)N1C[C@H](C)[C@H](CN(C)C(=O)Nc2ccc(F)cc2)Oc2ncc(-c3ccc(C#N)cc3)cc2C1=O | -2
Cc1noc(C)c1NC(=O)Nc1ccc2c(c1)CC(=O)N([C@H](C)CO)C[C@@H](C)[C@H](CN(C)Cc1ccc(C(=O)O)cc1)O2 | 5
Cc1ccc(S(=O)(=O)Nc2cccc3c2O[C@@H](CN(C)C(=O)Nc2ccc4c(c2)OCO4)[C@@H](C)CN([C@H](C)CO)C3=O)cc1 | -2
C[C@H](CO)N1C[C@H](C)[C@H](CN(C)C(=O)C2CCCCC2)OCCCC[C@H](C)Oc2ccc(NC(=O)Nc3cccc4ccccc34)cc2C1=O | -4
O=C1O[C@H](c2ccccc2)[C@H](c2ccccc2)N2[C@H]1[C@@H](C(=O)NC[C@H](O)c1ccccc1)[C@]1(C(=O)Nc3ccc(C#CCCO)cc31)[C@H]2c1ccccc1OCCO | 7
C[C@H](CO)N1C[C@H](C)[C@@H](CN(C)S(=O)(=O)c2ccccc2)Oc2ccc(NC(=O)C3CC3)cc2CC1=O | 3
COc1ccc(NC(=O)Nc2ccc3c(c2)C(=O)N([C@H](C)CO)C[C@@H](C)[C@H](CN(C)C(=O)Nc2ccc(C(F)(F)F)cc2)OCCCC[C@@H](C)O3)cc1 | -6
Cc1noc(C)c1NC(=O)Nc1cccc2c1O[C@@H](CN(C)S(=O)(=O)c1cccs1)[C@@H](C)CN([C@H](C)CO)C2=O | 4
Cc1noc(C)c1NC(=O)Nc1ccc2c(c1)CC(=O)N([C@@H](C)CO)C[C@H](C)[C@@H](CN(C)Cc1ccc(-c3ccccc3)cc1)O2 | -1
CN(C)c1ccc2c(c1)[C@H]1C[C@H](CC(=O)NCCN3CCCCC3)O[C@H](CO)[C@H]1O2 | -3
C[C@H](CO)N1C[C@H](C)[C@H](CN(C)C)Oc2ccc(NC(=O)CCC(F)(F)F)cc2C1=O | 3
C[C@H](CO)N1C[C@H](C)[C@H](CN(C)S(=O)(=O)c2cccs2)Oc2ccc(NC(=O)CCCCCC(=O)Nc3ccccc3N)cc2CC1=O | -4
CC(C)NC(=O)Nc1ccc2c(c1)C(=O)N([C@@H](C)CO)C[C@@H](C)[C@@H](CN(C)C(=O)Nc1ccccc1)OCCCC[C@@H](C)O2 | 0
COc1ccc(CNC(=O)C[C@H]2C[C@H]3c4cc(NS(=O)(=O)c5ccc(F)cc5)ccc4O[C@H]3[C@H](CO)O2)cc1 | 1
C[C@H]1CN([C@@H](C)CO)C(=O)Cc2cc(NS(=O)(=O)c3ccccc3)ccc2O[C@@H]1CN(C)Cc1ccc(Cl)c(Cl)c1 | -5
CCCC#Cc1cnc2c(c1)C(=O)N([C@H](C)CO)C[C@H](C)[C@H](CN(C)Cc1ccncc1)O2 | -3
C[C@@H]1CN([C@@H](C)CO)S(=O)(=O)c2ccc(C3=CCCC3)cc2O[C@H]1CN(C)C(=O)c1ccccn1 | 4
C[C@@H]1CN([C@@H](C)CO)C(=O)c2cc(-c3cccnc3)cnc2O[C@@H]1CN(C)C(=O)Nc1ccc2c(c1)OCO2 | -2
C[C@H](CO)N1C[C@H](C)[C@@H](CN(C)C(=O)c2cccc(F)c2)Oc2ncc(-c3cncnc3)cc2C1=O | -5
COc1ccccc1N1CCN(CCCCN2C(=O)CCC2=O)CC1 | 1
Cc1noc(C)c1NC(=O)N(C)C[C@@H]1Oc2ccc(NC(=O)Nc3cccc4ccccc34)cc2CC(=O)N([C@H](C)CO)C[C@@H]1C | 3
C[C@@H]1CN([C@@H](C)CO)C(=O)c2cc(NC(=O)CCC(F)(F)F)ccc2O[C@@H](C)CCCCO[C@H]1CN(C)Cc1ccc(C(=O)O)cc1 | 3
c1ccc2c(c1)nc1n2CN(C2CCCCC2)CN1 | 1
C[C@H]1CN([C@@H](C)CO)C(=O)Cc2cc(NC(=O)NC3CCCCC3)ccc2O[C@H]1CN(C)C(=O)Nc1ccccc1 | 2
COc1ccc(CNC(=O)C[C@H]2C=C[C@@H](NC(=O)c3ccc4c(c3)OCO4)[C@H](CO)O2)cc1 | 2
C[C@@H]1CCCCO[C@H](CN(C)S(=O)(=O)c2ccccc2)[C@@H](C)CN([C@H](C)CO)C(=O)c2cc(NC(=O)CCC(F)(F)F)ccc2O1 | 1
C[C@@H]1CN([C@H](C)CO)C(=O)c2cc(C#CCN(C)C)cnc2O[C@@H]1CN(C)C(=O)Cc1ccccc1 | 3
CCCN(C)C[C@H]1Oc2ncc(-c3ccccc3OC)cc2C(=O)N([C@@H](C)CO)C[C@H]1C | 2
Cc1noc(C)c1S(=O)(=O)N(C)C[C@@H]1OCCCC[C@@H](C)Oc2ccc(NC(=O)Nc3ccc(F)cc3)cc2C(=O)N([C@H](C)CO)C[C@H]1C | -6
COC(=O)C1=CO[C@@H](O[C@@H]2O[C@H](CO)[C@@H](O)[C@H](O)[C@H]2O)[C@H]2[C@@H]1C=CC21C=C(C(C)O)C(=O)O1 (some centres undefined) | 4

These rows are one share of the data; the hit share may differ from the screen's.
